IMPase cell inh – IMPase inhibition in cells. inhibition (IP1 accumulation), % at 46.1 µM. 120,000 tested, under 10 active. CHO-M1 cells, IP1 accumulation, HTRF TR-FRET ratio. P97697; active = well fitted curve in the direction sought with a large enough effect in the signal ratio, not every such curve was filed as active; inconclusive = small, poorly fitted or top-dose-only effect, or a change in a side signal; inactive = no such curve, though single readings can be large or run the other way; the % refers to the signal ratio;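 note: cells stimulated with carbachol in lithium chloride buffer; plate controls were DMSO basal wells for no effect and reference inhibitor wells for full effect; higher means more IMPase inhibition seen as more IP1 and lower FRET ratio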
Target sequence (P97697 whole entry, looked up): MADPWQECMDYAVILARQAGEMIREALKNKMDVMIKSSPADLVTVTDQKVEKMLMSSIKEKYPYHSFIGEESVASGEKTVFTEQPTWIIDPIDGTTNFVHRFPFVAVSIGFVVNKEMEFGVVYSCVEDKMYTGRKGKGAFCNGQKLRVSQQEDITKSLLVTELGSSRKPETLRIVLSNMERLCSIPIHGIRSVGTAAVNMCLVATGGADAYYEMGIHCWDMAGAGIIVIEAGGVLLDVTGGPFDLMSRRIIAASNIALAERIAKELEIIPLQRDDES
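CHO-M1, 2000 cells/well, cultured 16–30 h; cpd up to 46 uM; carbachol (50 uM solution, stimulation buffer w/ 50 mM LiCl, pH 7.4), 30 min 37C; IP-One TR-FRET, 10 min RT; Ex 320/Em 665, 620; Hill-fit AC50.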
12-hLO inh – inhibitors of human 12-lipoxygenase (ALOX12); purified 12-hLO, xylenol orange hydroperoxide absorbance; Potency, µM (highest dose often 57.1 µM), for inactives: at the highest dose activity change, negative = inhibition, most hits filed as inhibitors; actives 0.12% (n = 150,000); note: potency is the fitted concentration of half-maximal effect; nearly all actives have a fitted effect of over 55% in size; many of its hits are not listed in these tables
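Purified human 12hLO (150 nM), preincubated 15 min with compound, then 40 uM arachidonic acid for 30 min, room temperature, Hepes pH 7.0 with 0.01% Triton X-100. Hydroperoxide detected by ferrous iron/xylenol orange; 573/405 nm absorbance ratio gives reaction progress.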
ALOX15B inhib – 15-hLO-2 (ALOX15B) enzyme inhibition | purified 15hLO-2, xylenol orange hydroperoxide absorbance | Potency, µM (titrated, usually from 57.1 µM), for inactives: at the top dose activity change, negative = inhibition, hits mostly inhibitors | actives 0.56% (n = 110,000); note: potency is the fitted concentration of half-maximal effect; nearly all actives have a fitted effect of over 60% in size; many of its hits are not listed in these tables
Target sequence (O15296 whole entry, looked up): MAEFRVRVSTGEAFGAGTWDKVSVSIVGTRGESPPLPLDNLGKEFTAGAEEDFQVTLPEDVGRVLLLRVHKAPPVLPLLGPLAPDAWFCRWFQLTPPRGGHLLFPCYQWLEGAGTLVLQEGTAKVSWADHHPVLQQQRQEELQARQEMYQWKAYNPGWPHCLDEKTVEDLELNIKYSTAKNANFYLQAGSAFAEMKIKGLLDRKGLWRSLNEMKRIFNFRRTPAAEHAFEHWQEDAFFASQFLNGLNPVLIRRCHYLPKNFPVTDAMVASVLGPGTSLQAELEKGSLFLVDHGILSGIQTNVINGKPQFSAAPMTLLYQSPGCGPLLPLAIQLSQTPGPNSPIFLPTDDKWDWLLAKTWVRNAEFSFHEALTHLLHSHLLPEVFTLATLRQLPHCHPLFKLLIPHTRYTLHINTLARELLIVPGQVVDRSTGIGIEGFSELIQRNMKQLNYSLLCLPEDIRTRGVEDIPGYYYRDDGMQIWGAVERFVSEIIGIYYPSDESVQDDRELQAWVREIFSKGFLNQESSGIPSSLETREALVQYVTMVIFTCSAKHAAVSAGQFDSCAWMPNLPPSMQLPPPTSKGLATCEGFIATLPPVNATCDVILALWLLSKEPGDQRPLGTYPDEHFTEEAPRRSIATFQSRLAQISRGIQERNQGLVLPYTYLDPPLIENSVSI
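Read-out: hydroperoxide product oxidises ferrous iron, measured as xylenol orange complex via the 573-to-405 nm absorbance ratio after 30 min. Reaction: 50 nM enzyme, 15 min compound preincubation, 45 uM arachidonic acid, 90 min RT, Hepes pH 7.5 with Triton X-100.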
PNC assembly inh – inhibitors of perinucleolar compartment assembly | PC3M PTB-GFP, PNC prevalence imaging, 16 h; active compounds read low | activity change (PNC), negative = inhibition, % at 10 µM | actives 3.1% (n = 140,000) | AID 2417;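 active = readout at or below -70, meaning at least 70% loss of cells showing the perinucleolar compartment, a nuclear body marking cancer cells; inconclusive = readout between -30 and a set limit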;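 note: plate controls were DMSO wells for no effect and camptothecin positive control wells for full effect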
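Read-out is percentage of cells bearing a perinucleolar compartment, from automated 20x imaging of fixed, Hoechst-stained PC3M PTB-GFP cells. Cells were seeded 4 h, then exposed 16 h to compound (23 nl of library stock) in duplicate plates.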
Starred values were filed as active, the others as inactive; ? = inconclusive; . = not tested or not shown; & = joins results of further samples; [ ] = dose if it differs, or a comment. Unless noted, calls come from the whole dose curve; as a rule, active = well fitted curve in the direction sought with a large enough effect; inconclusive = small, poorly fitted or top-dose-only effect, or another doubt; inactive = no such curve, though single readings can be large; an effect the other way counts as inactive or inconclusive. Unless noted, % is set by controls: 0 for no effect and ±100 for the full control effect. Only part of the results is shown; rates above refer to the full screens.

Fields: IMPase cell inh	12-hLO inh	ALOX15B inhib	PNC assembly inh
C[C@]12N[C@H](Cc3ccccc31)c1ccccc12
    0.3&3.8	?	9.8%&22.8%	.
C/C(O)=C(/C#N)C(=O)Nc1cc(Br)ccc1Br
    5.0	11.9%	10.8%	.
Nc1ccc2c(c1)Cc1ccccc1-2
    .	-2.6%	.	?
O=c1[nH]c2ccccc2c(=O)n1-c1cccc(Cl)c1
    3.1	4.8%	11.3%	55.3
Cc1ccc(N2C(=O)NC(=O)/C(=C\c3ccsc3)C2=O)cc1C
    -11.2	-1.9%	.	?
Cc1ccccc1-n1c(O)c(/C=N/N2CCOCC2)c(=O)[nH]c1=S
    .	-1.6%	.	32.2
O=c1[nH]c(=O)n(Cc2ccc(F)cc2)c(O)c1C=NCC1CCCO1 (configuration not stated)
    3.0	-0.9%	0.2%	-15.1
COC(=O)[C@@H]1c2cc3c(c(O)c2[C@@H](O)C[C@]1(C)O)C(=O)c1c(O)cc2c(c1C3=O)O[C@H]1O[C@@]2(C)[C@@H](O)[C@H](N(C)C)[C@H]1O
    .	-0.5%[11.4 µM]	-2.0%[11.4 µM]	.
CCCCCn1c(=O)c(C(=O)NCc2ccccn2)c(O)c2ccccc21
    2.0	-3.2%	-3.6%	-111.6*
CC(=O)N1CCN(c2ccc(OC[C@H]3CO[C@](Cn4ccnc4)(c4ccc(Cl)cc4Cl)O3)cc2)CC1
    7.8	-2.3%[0.00818 µM]	17.1%[0.0915 µM]	?
O=C1CCCN1CC#CCN1CCCC1
    9.6&6.6	2.7%&-2.4%&-5.5%	-3.8%&10.9%&3.2%	.
COc1ccc2c(c1OC)C(=O)O[C@@H]2C1c2cc3c(cc2CCN1C)OCO3 (some centres not stated)
    2.5	1.9%	0.4%	.
Cc1ccc(Cl)cc1-n1c(O)c(C=NCCCN2CCOCC2)c(=O)[nH]c1=O
    7.7	-5.6%	-1.1%	?
O=C(CCN1CCOCC1)NCC(=O)Nc1ccc(Br)cc1C(=O)c1ccccc1
    -7.4	3.5%	0.9%	-7.8
COc1cc(/C=N/n2cnnc2)ccc1OC(=O)N(C)C
    -1.5	-4.4%	-5.2%	-19.9
Cc1cc(C)cc(C(=O)OC2C[C@H]3CC[C@@H](C2)N3C)c1 (some centres not stated)
    3.8	-3.2%	32.7%[activator]	.
CNC(=O)Oc1ccc(-c2cn3cc(Cl)ccc3n2)cc1
    .	-2.7%	.	-10.2
Cc1nn(Cc2ccccc2)c(C)c1C=C1C(=O)NC(=O)NC1=O
    .	-0.6%	.	-29.4
Cc1ccc(-c2nc(CS(=O)CC(=O)N3CCC4(CC3)OCCO4)c(C)o2)cc1 (configuration not stated)
    -12.6	-4.6%	-9.6%	?
c1ccc(C2OCCN3CCCCC23)cc1 (configuration not stated)
    .	3.0%	.	?
CCCCC(=O)Cl
    .	-4.1%	-1.2%	.
Nc1ccc(S(=O)(=O)N2CC3CC(C2)c2cccc(=O)n2C3)cc1 (configuration not stated)
    1.4	0.4%	-1.5%	-27.0
CSc1ncc(Cl)c(C(=O)O)n1
    1.4	8.8%	9.2%	-3.4
CC(C)NC(=O)N1CCC2(CCNCC2)CC1
    .	-1.7%	4.5%	.
CCCCNC(=O)c1c(N)n(CCCOC)c2nc3ccccc3nc12
    12.4	-14.0%	-14.3%	-2.7
CCN(CC)CCOC(=O)c1cc2cc(COC)ccc2o1
    7.8	-2.4%	-5.3%	4.9
CCOC(=O)c1ccc(N2C(=O)CC(N3CCC(C#N)(c4ccccc4)CC3)C2=O)cc1 (configuration not stated)
    0.6	-4.9%	-13.3%	?
CN(C)P(=O)(C(Cl)=C(N1CCCCC1)N1CCCCC1)N(C)C
    ?	9.1%	-3.6%	?
O=C(N/N=C/c1c(O)n(C2CC2)c(=S)[nH]c1=O)c1ccccc1O
    -8.2	-7.4%	.	-2.4
Cl/C=C/Cl
    .	-3.1%	2.6%	.
CCC12CN3CC(CC)(CN(C1)C3c1cccnc1)C2=O (configuration not stated)
    -7.3	0.0%	-3.9%	-13.2
C=C(C)C1Cc2c(ccc3c2OC2COc4cc(OC)c(OC)cc4C2C3=O)O1 (configuration not stated)
    .	-0.2%	-13.9%	.
C[C@@H](CO)NC(=O)[C@@H]1C=C2c3cccc4[nH]cc(c34)C[C@H]2N(C)C1
    -5.1	-2.4%	2.4%	.
C=C(C)CSc1nnc([C@@H](N)Cc2c[nH]c3ccccc23)o1
    -1.5	-12.5%	6.8%	-27.3
CN(C)C(=O)C(CCN1CCC(O)(c2ccc(Cl)cc2)CC1)(c1ccccc1)c1ccccc1
    -2.8	?	1.5%	?
O=C(N1CCOCC1)C1(c2ccccc2)CCNCC1
    .	2.4%[11.4 µM]	-4.4%[11.4 µM]	.
CCCCCCC(N)CC(=O)O (configuration not stated)
    5.1	-0.2%	-0.6%	-18.9
c1ccc2c(c1)CNc1ccccc1O2
    4.6	-6.1%	-1.1%	-22.2
O=C(Nc1ccccc1)N1CCCC2(CCN(C(=O)Oc3ccccc3)CC2)C1
    .	1.0%	1.3%	.
CC(C)=CCCC1(C)C=Cc2c(O)c3c(c(CC=C(C)C)c2O1)OC12C(CC4CC1C(C)(C)OC2(C/C=C(/C)C(=O)O)C4O)C3=O (configuration not stated)
    .	-9.9%	-7.7%	.

3 entries out of the list, ordered by count of non-hydrogen atoms, rising.
Fields: IMPase cell inh	12-hLO inh	ALOX15B inhib	PNC assembly inh
O=c1[nH]c2ccccc2c(=O)n1-c1cccc(Cl)c1
    3.1	4.8%	11.3%	55.3
O=C(N1CCOCC1)C1(c2ccccc2)CCNCC1
    .	2.4%[11.4 µM]	-4.4%[11.4 µM]	.
Nc1ccc(S(=O)(=O)N2CC3CC(C2)c2cccc(=O)n2C3)cc1 (configuration not stated)
    1.4	0.4%	-1.5%	-27.0

Next records follow:
Fields: IMPase cell inh	12-hLO inh	ALOX15B inhib	PNC assembly inh
CN1/C(=C\C=C\C2=[N+](C)c3ccc4ccccc4c3C2(C)C)C(C)(C)c2ccccc21
    -9.0	0.8%	23.4%	0.5
CC1O[C@@H](OC2CC[C@@]3(C=O)C4CC[C@]5(C)C(C6=CC(=O)OC6)CC[C@@]5(O)C4CC[C@]3(O)C2)C(O)C(O)C1O (some centres not stated)
    .	0.2%	4.1%	.
CC[C@@H]1CN2CCc3cc(OC)c(OC)cc3[C@H]2C[C@@H]1C[C@H]1NCCc2cc(OC)c(OC)cc21
    -5.5[20.6 µM]	4.6%[25.6 µM]	7.9%[25.6 µM]	.
CCCCCCCCCCCCCC(=O)O[C@H]1[C@@H](C)[C@@]2(O)[C@@H](C=C(CO)C[C@]3(O)C(=O)C(C)=C[C@@H]23)C2C(C)(C)[C@]21OC(C)=O (some centres not stated)
    0.0	-5.2%	-19.9%	.
Cc1ccc(C2=NCC(=O)N(CC(=O)N3CCCCC3)c3sc(C)c(C)c32)cc1
    3.1	5.1%	-25.4%	?
Clc1ccc(C(c2ccc(Cl)cc2)C(Cl)(Cl)Cl)cc1
    .	-3.2%	3.3%	.
Cc1ccc(NC2=NCCCS2)c(C)c1C
    .	2.2%	.	19.2
O=C(Cc1ccccc1)N1CCN(CC2CC3C=CC2C3)CC1 (configuration not stated)
    3.3	-3.2%	.	-8.6
O=[N+]([O-])c1ccc(O[C@H]2O[C@@H](CO)[C@@H](O)[C@@H](O)[C@@H]2F)c([N+](=O)[O-])c1
    2.7	-5.5%	-2.2%	.
CCOC(=O)C(C)Oc1cc(C)cc2oc(=O)c3c(c12)CCCC3 (configuration not stated)
    19.8	-2.1%	-10.4%	-13.0
O=C(O)c1cc(N=Nc2ccc([As](=O)(O)O)cc2)ccc1O
    .	-5.2%[11.4 µM]	-3.3%[11.4 µM]	.
FC(F)(F)c1cccc(N2CCNCC2)c1
    .	17.3%	72.0%[activator]	.
CC(C)c1cccc(O)c(=O)c1
    .	?	12.6µM*	.
Cc1cccc(NP(=O)(Oc2ccccc2F)Oc2ccccc2F)c1
    .	-5.3%	.	50.0
Clc1ccc2c(c1)C(OC1CN3CCC1CC3)c1ccccc1CS2 (configuration not stated)
    .	0.5%	.	-12.6
CC1(C)C(=O)C=C[C@@]2(C)C1=C(O)C(=O)[C@@]1(C)C2CC[C@@]2(C)C(c3ccoc3)C[C@H]3O[C@@]321 (some centres not stated)
    .	-8.4%	-8.9%	.
Nc1c(Cl)cc([N+](=O)[O-])cc1Cl
    .	-8.0%	-2.2%	.
CCOC(=O)c1[nH]c(C)c(C(=O)N2CCC3(CC2)OCCO3)c1C
    3.1	7.2%	8.6%	-0.1
COC(=O)[C@@H]1C[C@H](OC(C)=O)C(=O)[C@H]2[C@@]1(C)CC[C@H]1C(=O)O[C@H](c3ccoc3)C[C@]21C
    .	-1.2%[0.00818 µM]	-5.2%[0.0915 µM]	.
S=C(c1ccc(Cl)cc1)N1CCOCC1
    2.1	-2.4%	1.8%	21.8

Looked up one by one from the list above:
Fields: IMPase cell inh	12-hLO inh	ALOX15B inhib	PNC assembly inh
CC1O[C@@H](OC2CC[C@@]3(C=O)C4CC[C@]5(C)C(C6=CC(=O)OC6)CC[C@@]5(O)C4CC[C@]3(O)C2)C(O)C(O)C1O (some centres not stated)
    .	0.2%	4.1%	.
O=C(Cc1ccccc1)N1CCN(CC2CC3C=CC2C3)CC1 (configuration not stated)
    3.3	-3.2%	.	-8.6

The list goes on.
Fields: IMPase cell inh	12-hLO inh	ALOX15B inhib	PNC assembly inh
Oc1ccc(/C=N/NP(=S)(c2ccccc2)c2ccccc2)cc1
    5.4	0.4%	-10.1%	3.6
C#CCOCOCC#CCN(CC)CC
    9.0	-1.9%	6.8%	-21.5
Cc1ccc(NC(=[OH+])c2cc3ccccc3cc2O)c(C)c1.Cc1ccc(NC(=[OH+])c2cc3ccccc3cc2O)c(C)c1.[Ni]
    .	-25.7%[11.4 µM]	5.4%[11.4 µM]	.
CN(C)CP(=O)(O)CN(C)C=O
    16.4	-4.1%	1.0%	21.4
CN1CCC(N(C)c2nc(-c3ccc([N+](=O)[O-])cc3)nc3ccccc23)CC1
    9.6	1.0%	31.5%[activator]	?
CCOC(OCC)P(=O)(O)CCCN
    -15.3	0.9%	10.8%	.
Clc1ccc(C(c2ccccc2Cl)C(Cl)(Cl)Cl)cc1 (configuration not stated)
    .	0.4%	-0.7%	.
C=C(Cl)Cl
    .	2.1%	-9.7%	.
CC(C)C12CN3CCN(CC(C3)/C1=N\O)C2
    -4.3	-15.5%	8.3%	-2.9
CCN(CC)N=O
    .	-4.4%	-7.0%	.
Oc1ccc2c3c1O[C@@H]1c4[nH]c5c(c4C[C@@]4(O)[C@@H](C2)N(CC2CC2)CC[C@]314)C[C@]1(O)[C@@H]2Cc3ccc(O)c4c3[C@@]1(CCN2CC1CC1)[C@H]5O4
    0.1	-4.3%	36.5%[activator]	.
Cc1cccc(-n2c(-c3ccco3)nc3ccccc3c2=O)n1
    -4.5	1.8%	2.8%	36.6
CCCCOCCCn1c(N)c(C(=O)OC(C)COC)c2nc3ccccc3nc21 (configuration not stated)
    -3.5	-1.4%	.	-20.8
Cc1ccccc1N1C(=O)NC(=O)/C(=C\c2cc(Br)c(N3CCOCC3)o2)C1=O
    -1.6	-1.2%	.	-19.5
O[C@@H](Cc1ccncc1)C(Cl)(Cl)Cl
    2.1	-3.2%	13.5%	.
Brc1ccc2[nH]cc(/C=N/N3CCCCC3)c2c1
    .	-5.5%	.	-9.9
Cc1ccc(N=C2N=C(N)c3ccccc32)c(C)c1
    -9.2	5.3%	52.1%[activator]	?
ClC(Cl)(Cl)C(Cl)(Cl)Cl
    .	-4.3%	-5.3%	.
Cc1cccc(NC(=O)c2cccc(NS(=O)(=O)c3ccc(Cl)cc3)c2)c1
    -0.8	?	7.1%	-4.6
CCOc1cc(/C=C2/C(=O)NC(=O)N(c3ccc(CC)cc3)C2=O)ccc1OC(=O)c1cccs1
    5.7	-8.3%	-18.5%	44.0
